HTRA1 inh: HTRA1 serine protease inhibitors, primary screen, biochemical, fluorescence polarization, HTS; Q92743; recombinant HTRA1, FP-rhodamine activity-based probe; inhibition, % at 5.96 µM; 0.5% of 340,000 active; AID 504803, 2011; in the data active = inhibition above about 36%;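 also: 0% = enzyme with DMSO and 100% = wells lacking enzyme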
TDP2 inh: human TDP2 enzyme inhibitors, primary screen, biochemical, epi absorbance, recombinant enzyme | Tyrosyl-DNA phosphodiesterase 2 (Homo sapiens), O95551 | T5PNP hydrolysis, p-nitrophenol absorbance 415 nm | inhibition, % at 12.8 µM | 0.34% of 370,000 active | AID 720702, 2013;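 active = inhibition above the mean of all tested compounds plus 3 SD, set per campaign, cut at about 25% in these data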;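 also: 0% = DMSO with enzyme and 100% = buffer with substrate but no TDP2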
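test system = human TDP2 enzyme | input = TDP2 enzyme at 120 nM final | medium = 50 mM Tris-HCl pH 7.5 with Mg2+, KCl, DTT, BSA | also added = T5PNP substrate, 5 mM | times = 2 h at 37 °C | technique = epi absorbance | benchmarks = high control without enzyme, low control DMSO plus TDP2 | replication = each compound tested once, singlicate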
TCR CD3 inh: inhibitors of human TCR-CD3 interaction, primary screen, biochemical, fluorescence, TAMRA-labeled TCR probe. T-cell receptor (TCR). inhibition, % at 9.4 µM. 0.37% of 360,000 active. AID 651800, 2012; in the data active = inhibition above about 19%;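 also: recombinant mutant TCR 2C K166C tagged with TAMRA read by polarization; 0% = receptor in buffer alone and 100% = receptor with positive control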
GC-B act: human GC-B receptor activators, primary screen, HEK293 GC-B cells, cGMP TR-FRET, EC30 CNP; 0% at EC30 CNP, 100% saturating CNP; activation, % at 10 µM; 0.11% of 370,000 active;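 active = activation at 10 µM reaching about 35% in either raw or pattern-adjusted values, limit read from the data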
Target sequence (P20594 whole entry, looked up): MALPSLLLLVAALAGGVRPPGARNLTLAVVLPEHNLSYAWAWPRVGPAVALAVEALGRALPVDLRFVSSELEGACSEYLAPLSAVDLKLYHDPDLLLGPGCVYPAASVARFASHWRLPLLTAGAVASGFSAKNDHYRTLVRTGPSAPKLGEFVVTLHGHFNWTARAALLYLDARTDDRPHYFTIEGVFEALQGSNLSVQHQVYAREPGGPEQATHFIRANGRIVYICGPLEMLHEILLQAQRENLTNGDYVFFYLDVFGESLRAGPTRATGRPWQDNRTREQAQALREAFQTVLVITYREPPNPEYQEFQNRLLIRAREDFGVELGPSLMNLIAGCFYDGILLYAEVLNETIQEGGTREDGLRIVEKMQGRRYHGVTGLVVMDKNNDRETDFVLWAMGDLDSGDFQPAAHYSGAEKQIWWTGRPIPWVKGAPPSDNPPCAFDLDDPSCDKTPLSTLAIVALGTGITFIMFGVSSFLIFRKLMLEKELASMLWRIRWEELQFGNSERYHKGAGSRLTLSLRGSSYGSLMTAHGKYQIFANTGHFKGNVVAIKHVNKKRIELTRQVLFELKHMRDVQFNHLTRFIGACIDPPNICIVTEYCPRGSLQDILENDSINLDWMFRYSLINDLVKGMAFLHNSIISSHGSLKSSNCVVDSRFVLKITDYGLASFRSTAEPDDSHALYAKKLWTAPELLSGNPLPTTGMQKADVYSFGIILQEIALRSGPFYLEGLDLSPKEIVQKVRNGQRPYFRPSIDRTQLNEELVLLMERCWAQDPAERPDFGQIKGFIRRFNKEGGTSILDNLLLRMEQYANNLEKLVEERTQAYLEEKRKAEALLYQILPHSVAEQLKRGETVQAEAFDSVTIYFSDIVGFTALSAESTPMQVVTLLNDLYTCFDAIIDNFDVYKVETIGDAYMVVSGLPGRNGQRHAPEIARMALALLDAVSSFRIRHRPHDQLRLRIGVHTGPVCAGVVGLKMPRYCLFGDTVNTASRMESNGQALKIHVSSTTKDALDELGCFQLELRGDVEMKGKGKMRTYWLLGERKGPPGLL
SIAE primary: human SIAE inhibitors, primary screen, biochemical, fluorescence polarization, FP-Rh probe, 1536-well HTS | SIAE FP-Rh probe binding | inhibition, % at 9.66 µM | 0.69% of 370,000 active | AID 1053197, 2014;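 active = inhibition above a cutoff: mean of compounds within the control limits plus 3 SD of those, cut at about 17% in these data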;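 also: 0% = plate median of compound wells and 100% = probe without SIAE protein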
MBD2 DNA inh: inhibitors of MBD2 binding to methylated DNA, primary screen, biochemical, TR-FRET, DNA-binding domain, human | MBD2 binding to methylated oligonucleotide | inhibition, % at 4.4 µM | 0.31% of 370,000 active | Methyl-CpG-binding domain protein 2 (Homo sapiens), Q9UBB5; in the data active = inhibition above about 13%
rCAG binder: binders of r(CAG) RNA repeats, primary screen, biochemical, fluorescence; r(CAG) RNA repeat, TO-PRO-1 dye displacement fluorescence; inhibition, % at 3 µM; 1.3% of 370,000 active; AID 651821, 2012;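 active = inhibition above the plate cutoff, the mean of all test compounds on that plate plus 3 SD, cut at about 35% in these data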;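 also: 0% = DMSO alone and 100% = 100 µM mitoxantrone as full dye displacement; higher means more dye released from RNA so lower well fluorescence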
PRMT1 FP inh: PRMT1 methyltransferase inhibitors, primary screen, biochemical, fluorescence polarization; Protein arginine N-methyltransferase 1 (Homo sapiens), Q99873; recombinant PRMT1, activity-based probe fluorescence polarization; inhibition, % at 2.79 µM; 1.3% of 370,000 active;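 active = inhibition above about 21% made by adding two undisclosed values, limit read from the data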
LEDGF integ inh: blockers of LEDGF/p75-dependent integrase strand transfer – biochemical, TR-FRET, high throughput, primary screen. HIV-1 integrase (with human LEDGF/p75). TR-FRET IN-LEDGF/p75 DNA integration, Eu/Cy5. inhibition, % at 3.7 µM. 0.64% of 370,000 active. AID 743269, 2014;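 active = inhibition above the screen-wide mean plus 3 SD, cut at about 13% in these data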;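 also: signal is the Cy5 over europium emission ratio at 671 and 618 nm; 0% = plate median of compound wells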
mABHD4 FP: ABHD4 inhibitors, primary screen, biochemical, fluorescence polarization, mouse; (Lyso)-N-acylphosphatidylethanolamine lipase (Mus musculus), Q8VD66; purified mABHD4, FP-Rh probe fluorescence polarization; inhibition, % at 8.92 µM; 0.54% of 370,000 active;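 active = inhibition exceeding the mean over every tested compound plus 3 SD, cut at about 30% in these data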;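 also: 0% = plate median of compound wells and 100% = S159A mutant with DMSO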
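System: mouse ABHD4 enzyme, wild type / Medium: HEPES pH 7.0, NaCl, Pluronic buffer / Reagent: FP-Rh activity-based fluorescent probe / Control set: S159A mutant high control, sample median low control / Detection: fluorescence polarization with parallel and perpendicular emission, 525/598 nm / Schedule: 45 min + 60 min at 25 °C / Compound dosing: 8.92 µM, single dose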
Active calls of the source: *; / = no result given.

SMILES	HTRA1 inh	TDP2 inh	TCR CD3 inh	GC-B act	SIAE primary	MBD2 DNA inh	rCAG binder	PRMT1 FP inh	LEDGF integ inh	mABHD4 FP
CCn1c(C)cc(C(=O)CN2C(=O)c3ccccc3S2(=O)=O)c1C	11.1	12.3	-3.6	8.7	-3.6	3.5	-1.0	1.1	-6.3	3.3
NC(=O)CC(NC(=O)Cc1cccc2ccccc12)c1ccc(NCCc2cccc(F)c2)c([N+](=O)[O-])c1 (centres undefined)	-11.2	2.1	5.5	4.9	-8.1	2.0	5.2	-1.5	-1.3	-2.3
CCNc1c(NS(=O)(=O)c2ccc(OC)c(Cl)c2)c(=O)oc2ccccc12	-7.6	-0.1	10.0	0.8	6.7	1.4	2.6	-4.2	0.1	-0.3
COc1ccc(-c2ccc(-c3cc(=O)oc4c(C(C)C)ccc(C)c34)cc2)cc1	-2.0	-5.3	-1.3	-0.3	1.8	3.7	2.1	3.0	-3.3	0.8
COc1ccc(S(=O)(=O)N(CC(=O)NCc2ccncc2)c2cc(C)cc(C)c2)cc1OC	-2.1	1.3	0.5	6.7	4.1	2.1	-2.9	-0.1	-0.3	1.6
CSc1nc(C)c(CCOCc2ccccc2)c(=O)[nH]1	6.4	-11.4	1.6	-2.1	-6.2	-2.0	-6.7	-2.1	-2.1	1.5
COc1ccc(NC(=O)C[C@H]2C(=O)N(C3CCCCC3)C[C@@H]2C)cc1	5.7	5.8	-0.7	6.3	4.3	-3.6	1.1	-2.4	-4.8	2.2
CCc1nnc(SCc2cccc(F)c2)nc1CC	-3.5	-8.1	5.0	2.7	9.0	-3.8	-4.0	-1.7	-2.3	4.6
CC(C)Cn1c(N)c(C(=O)CSc2nnc(C3CC3)n2C2CC2)c(=O)n(C)c1=O	3.5	3.7	-3.0	-0.2	7.2	-6.5	-4.7	2.3	-0.7	4.1
CCOC(=O)N1CCN(C(=S)Nc2ccccc2C(C)C)CC1	1.6	-9.0	-11.5	2.1	3.1	8.0	-2.8	-0.1	-7.1	-5.7
CCOC(=O)c1c(C)[nH]c(C(=O)COC(=O)COc2ccccc2C)c1C	-8.5	-2.5	-2.6	1.6	-2.8	8.2	-1.7	5.7	0.1	-13.3
Cc1ccc(NC(=O)Nc2cc(S(=O)(=O)N(C)C)ccc2C)cc1	-6.7	6.0	0.4	2.5	-1.1	-1.2	5.9	-2.5	1.5	-5.8
CCOC(=O)c1cc(-c2ccccc2)nn1CCC#N	2.4	-2.1	-0.9	2.4	0.0	1.5	-0.4	3.2	-1.0	0.2
CCC(C)(C)n1nnnc1C(C(C)C)N1CCN(C)CC1 (centres undefined)	9.1	-3.5	-5.3	0.2	-6.1	-4.0	-2.9	-2.0	-0.9	-3.0
COc1ccc(C2(O)CCN(C(=O)c3c(F)cccc3F)CC2)cc1	0.8	4.0	-0.1	0.8	-4.7	1.8	-2.8	-1.7	2.4	4.9

Filtered by structure: the entries above containing an NH in an aromatic ring.
SMILES	HTRA1 inh	TDP2 inh	TCR CD3 inh	GC-B act	SIAE primary	MBD2 DNA inh	rCAG binder	PRMT1 FP inh	LEDGF integ inh	mABHD4 FP
CSc1nc(C)c(CCOCc2ccccc2)c(=O)[nH]1	6.4	-11.4	1.6	-2.1	-6.2	-2.0	-6.7	-2.1	-2.1	1.5
CCOC(=O)c1c(C)[nH]c(C(=O)COC(=O)COc2ccccc2C)c1C	-8.5	-2.5	-2.6	1.6	-2.8	8.2	-1.7	5.7	0.1	-13.3

The results go on.
SMILES	HTRA1 inh	TDP2 inh	TCR CD3 inh	GC-B act	SIAE primary	MBD2 DNA inh	rCAG binder	PRMT1 FP inh	LEDGF integ inh	mABHD4 FP
Cc1c(C(=O)NCc2cccc(C(F)(F)F)c2)sc(=O)n1Cc1ccc(C(=O)N(C)C)cc1	/	-9.6	9.8	-4.1	5.5	-1.8	-1.3	-2.9	-2.5	3.1
Cc1cccc(NC(=O)c2ccc(NCC3CCCO3)c([N+](=O)[O-])c2)n1 (centres undefined)	-8.1	-9.0	-10.6	-3.6	2.7	2.1	-1.0	-0.1	-2.6	-1.1
O=C(CSc1nccn(-c2ccc(Br)cc2)c1=O)NCc1ccccc1	-6.0	2.3	6.2	-1.9	-1.4	4.8	-2.7	19.8	-0.4	-6.0
CCC(C)(C)n1nnnc1C(c1ccc(C)cc1)N1CCN(Cc2cccnc2)CC1 (centres undefined)	-6.3	-4.2	5.2	-1.5	-9.7	-1.7	-6.5	-1.8	1.9	0.6
CCCn1c(CNC(=O)Cc2ccccc2)nc2ccccc21	6.9	-11.6	-6.0	-1.1	2.3	4.9	-2.2	1.6	2.2	9.2
Cc1ccc(C(=O)C2=C(O)C(=O)N(Cc3cccnc3)C2c2ccc(N(C)C)cc2)o1 (centres undefined)	-1.7	-8.6	-4.7	-2.1	5.5	-2.9	5.0	5.3	-7.1	4.2
COc1ccc(OC)c(NC(=S)NCc2ccc(S(N)(=O)=O)cc2)c1	-2.3	3.3	-0.9	2.2	1.1	0.2	2.0	0.1	3.2	-1.5
CCOc1cc(-c2noc(CCC(=O)NCCc3ccccc3)n2)ccc1OC	-1.8	-2.7	-1.1	-9.0	3.9	-0.2	-6.0	-0.9	7.6	-8.2
COc1cc(C(=O)Nc2cc(S(=O)(=O)N3CCOCC3)ccc2N2CCOCC2)ccc1OC(F)F	2.3	-11.4	0.4	2.9	-1.2	-4.0	2.4	-5.6	3.0	-2.6
O=C(c1cncc(Br)c1)N1CCN(S(=O)(=O)c2ccccc2)CC1	-0.2	3.5	6.9	-3.1	-4.1	-1.4	-0.1	-0.6	2.3	-6.7
Cc1nc2nc[nH]n2c(=O)c1NS(C)(=O)=O	1.6	-2.9	-2.4	-6.4	-1.0	5.0	2.9	1.0	0.8	-7.4
NC(=O)NN=C1C2CCCC1C(c1ccccc1)NC2c1ccccc1 (centres undefined)	-22.1	-7.1	4.5	-9.4	8.4	-3.3	-3.3	-2.6	3.0	-0.5
COC(=O)C[C@@H]1CC[C@H]2[C@@H](COc3ccc(NC(=O)NC(C)C)cc3C(=O)N2C)O1	/	-2.0	/	-11.0	-5.8	1.2	0.5	-1.7	4.0	-2.7
Cc1ccc(/C(=C\CN2CCCC2)c2ccccn2)cc1	7.1	5.4	-6.3	-10.1	-3.2	-1.4	0.8	-0.7	0.8	-7.2
O=C(Nc1ccc(N2CCOCC2)c2nonc12)C1CCCC1	10.6	7.1	-1.8	2.7	3.8	-8.4	1.9	-2.0	6.1	8.3
COc1ccc(S[C@]2(C(=O)N3CCCC3)CC(=O)N[C@@H]2c2ccc(OC)cc2)cc1	/	-0.3	/	-18.8	-0.7	0.6	5.2	5.3	2.3	0.3
CC(C)C[C@H]1CN([C@@H](Cc2ccccc2)CN2CCC[C@H]2CN2C(=O)C(=O)NC[C@@H]2Cc2ccccc2)C(=O)C(=O)N1CCc1ccccc1	/	-2.5	-2.6	-0.6	-8.5	3.2	3.8	1.9	-1.0	3.0
CCN(CC)C(=O)CSc1ccccc1N	1.9	-3.9	6.5	1.2	-2.5	4.4	2.4	1.5	1.1	-2.7
N#Cc1ccc(C(=O)NN2C(=O)NC3(CCCCC3)C2=O)cc1	2.4	-6.5	0.9	-1.1	-5.4	3.2	4.6	0.4	5.7	1.3
COc1ccc(/C=N/Nc2nc3ccccc3c(=O)[nH]2)cc1	1.9	7.9	6.3	-0.6	-2.7	-3.9	7.2	-3.4	-1.4	1.2
COc1cc(OC)cc(C(=O)NNC(=O)CN2C(=O)NC3(CCCC3)C2=O)c1	9.3	1.5	-0.8	4.3	-0.3	-2.4	0.1	0.6	1.0	0.6
COc1ccc(NC(=O)CCc2ccccc2)cc1S(=O)(=O)N1CCCCC1	2.4	1.8	-10.5	-4.3	2.6	0.3	-0.7	1.4	0.1	4.4
O=C1NC(=O)C(c2cccs2)(c2cccs2)N1	-2.0	-0.3	0.2	4.8	-0.9	-1.7	4.2	-0.8	0.5	6.5
CCC(=O)N1c2ccccc2[C@@H](N(C(C)=O)c2ccccc2)C[C@H]1C	3.4	3.3	5.5	4.2	0.6	5.2	-6.3	1.1	-2.6	4.3
CCOc1ccccc1OCC(=O)N/N=C(\C)Cc1ccc(OC)cc1	4.3	-17.6	-8.9	-2.9	-0.9	-4.0	0.7	-3.4	-2.8	-4.7
C/C(CC(=O)Nc1ccc2c(c1)OCCO2)=N\NC(=O)c1ccccc1Cl	9.8	10.9	8.4	0.7	9.8	-1.1	4.7	0.0	1.1	-5.1
C[C@@H]1C(c2ccccc2)CC(=O)C(=O)C[C@@H]1C(=O)N1CCCC1 (some centres undefined)	/	-0.5	/	-1.2	-0.7	1.8	6.4	1.2	-1.4	3.9
Cc1c(N=C2SCC(=O)N2/N=C\c2ccc(Br)cc2)c(=O)n(-c2ccccc2)n1C	-1.5	1.8	2.6	5.3	0.8	0.6	-1.2	-2.2	2.5	0.1
COc1ccc(C(=O)n2nc(C#N)c(C#N)c2N)cc1	-0.4	1.2	2.5	-2.8	-2.6	-1.8	-0.6	3.6	0.1	0.1
CCOc1cc(C(C(=O)NCC2CCCO2)N(C(=O)Cn2nnc3ccccc32)c2ccccc2OC)ccc1O (centres undefined)	0.0	2.4	3.0	-5.0	1.2	-3.3	-4.7	-1.6	-0.7	-0.5
Cc1ccc2c(c1)c(C)cc[n+]2Cc1ccccc1	42.3*	2.7	3.9	0.6	5.1	2.2	2.7	-0.7	-0.8	-0.1
Cc1cc(C(=O)N2CCC(Cc3ccccc3)CC2)no1	1.9	0.1	6.8	2.9	4.7	-7.0	-10.2	0.7	0.4	1.4
O=C1C(=Cc2ccc(Cl)cc2)Cc2ccccc21	/	2.7	-3.5	-12.6	-2.4	10.1	1.8	4.0	-1.8	-14.7
Cc1ccc(S(=O)(=O)N2CC3CCC2C3)cc1 (centres undefined)	-3.5	1.2	4.2	-9.8	8.7	-5.0	0.8	-3.2	0.1	6.9
O=C(CN1CCCc2ccccc21)N/N=C/c1ccc(F)cc1F	2.5	2.7	-0.2	-0.8	3.2	1.6	1.2	-1.0	0.6	6.9
O=C1CCN(CCc2ccccc2)CCN1[C@H](CSc1ccc(Br)cc1)c1ccccc1	-19.4	-1.1	3.4	1.6	-7.8	-2.7	-3.0	-2.1	-3.7	1.8
C=C(Br)CN1[C@@H](Cc2ccccc2)[C@H](O)[C@@]23C=C[C@@H](C[C@@H]2S1(=O)=O)O3	-3.4	5.5	3.7	0.8	0.0	3.6	-2.6	0.6	0.1	0.8

Screening results from PubChem.

A portion of the library; the hit share may differ from the screen's.
